DDE Tn7 FP inh – DD(E)-Tn7 binding inhibition, primary FP screen; P02675; FP displacement of FITC-Tn7 peptide from fibrin DD(E); 0% = median of compound wells per plate; inhibition, % at 8.3 µM; hit rate 0.13% among 370,000;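 active = inhibition above the mean of compounds falling within the control limits plus 3 SD of them, cut at about 14% in these data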;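 note: 0% = plate median of compound wells and 100% = 10 µM Aha-Tn7 peptide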
Target sequence (P02675 whole entry, looked up): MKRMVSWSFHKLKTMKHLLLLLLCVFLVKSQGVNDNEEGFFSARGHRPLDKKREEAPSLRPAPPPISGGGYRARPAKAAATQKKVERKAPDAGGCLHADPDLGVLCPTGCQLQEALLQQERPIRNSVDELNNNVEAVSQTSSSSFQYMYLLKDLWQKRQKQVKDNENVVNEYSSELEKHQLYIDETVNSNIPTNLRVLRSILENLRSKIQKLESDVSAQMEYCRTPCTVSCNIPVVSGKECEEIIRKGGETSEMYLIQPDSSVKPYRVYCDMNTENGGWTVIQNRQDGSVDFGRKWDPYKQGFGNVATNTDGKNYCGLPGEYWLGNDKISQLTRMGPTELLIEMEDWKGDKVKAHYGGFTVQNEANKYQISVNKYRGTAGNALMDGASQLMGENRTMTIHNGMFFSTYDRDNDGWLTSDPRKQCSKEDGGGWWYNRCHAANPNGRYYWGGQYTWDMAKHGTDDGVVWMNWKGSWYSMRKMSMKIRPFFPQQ
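system = human fibrin DD(E) protein | quantity = DD(E) 2 µM final | medium = Tris/NaCl/CaCl2 buffer, pH 7.8 | also added = labelled Tn7 tracer, 0.1 µM | compound dosing = single point at 8.3 µM | timing = compound with protein 10 min, then 3 h after probe, room temperature | signal = FP measurement | benchmarks = Aha-Tn7 high control | repeats = one replicate per compound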
LEDGF integ inh – blocks HIV-1 LEDGF/p75-dependent DNA integration | TR-FRET IN-LEDGF/p75 DNA integration, Eu/Cy5 | hit rate 0.64% among 370,000 | inhibition, % at 3.7 µM;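 active = inhibition above the screen-wide mean plus 3 SD, cut at about 13% in these data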;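 note: signal is the Cy5 over europium emission ratio at 671 and 618 nm; 0% = plate median of compound wells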
UHRF1 MBD2 ctr – UHRF1 methyl-DNA binding inhibition. UHRF1 binding to methylated oligo, TR-FRET. inhibition, % at 4.4 µM. Q96T88. hit rate 0.75% among 370,000; in the data active = inhibition above about 21%;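 note: UHRF1 SRA domain binding a hemimethylated CpG hairpin DNA probe; 0% = median of test compound wells and 100% = reference inhibitor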
MBD2 inh – inhibitors of human MBD2 binding to methylated oligonucleotide; TR-FRET; inhibition, % at 4.4 µM; hit rate 0.31% among 370,000; AID 686964; in the data active = inhibition above about 13%
TCR CD3 inh – human TCR-CD3 binding inhibition; TAMRA-labeled TCR probe fluorescence, biochemical; inhibition, % at 9.4 µM; hit rate 0.37% among 360,000; AID 651800; in the data active = inhibition above about 19%;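 note: recombinant mutant TCR 2C K166C tagged with TAMRA read by polarization; 0% = receptor in buffer alone and 100% = receptor with positive control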
TDP2 inh – TDP2 (human) inhibition, absorbance primary screen; inhibition, % at 12.8 µM; O95551; recombinant TDP2, T5PNP hydrolysis, p-nitrophenol absorbance 415 nm; AID 720702; hit rate 0.34% among 370,000;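 active = inhibition above the mean of all tested compounds plus 3 SD, set per campaign, cut at about 25% in these data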;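 note: 0% = DMSO with enzyme and 100% = buffer with substrate but no TDP2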
Target sequence (O95551 whole entry, looked up): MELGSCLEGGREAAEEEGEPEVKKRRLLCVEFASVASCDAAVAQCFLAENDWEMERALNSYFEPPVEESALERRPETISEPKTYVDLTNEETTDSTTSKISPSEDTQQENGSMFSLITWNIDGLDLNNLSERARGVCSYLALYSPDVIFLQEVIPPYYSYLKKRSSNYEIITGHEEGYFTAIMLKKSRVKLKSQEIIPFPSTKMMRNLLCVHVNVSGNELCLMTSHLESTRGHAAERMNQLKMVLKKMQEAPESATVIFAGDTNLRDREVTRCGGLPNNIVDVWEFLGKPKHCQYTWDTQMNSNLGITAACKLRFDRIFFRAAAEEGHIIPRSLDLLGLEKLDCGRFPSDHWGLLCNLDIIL
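Test system: human TDP2 enzyme; Input: 120 nM TDP2 per well; Buffer or medium: Mg2+-containing Tris-HCl buffer, pH 7.5; Reagent: 5 mM T5PNP; Dosing: 12.8 µM single point, 1% DMSO; Incubation: reaction 2 h, 37 °C; Detection: p-Nitrophenol epi absorbance; Read-out: % inhibition relative to enzyme-containing and enzyme-free wells; Replicates: single well per compound.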
KLK7 zymogen act – proKLK7 (human) activation, primary screen; P49862; AID 652039; purified proKLK7, EDANS-DABCYL substrate fluorescence; 100% is mature enzyme control, 0% vehicle; hit rate 0.9% among 370,000; activation, % at 7 µM;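 active = activation above the mean of all tested compounds plus 3 SD, computed per campaign excluding outliers beyond control limits, cut at about 13% in these data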
Target sequence (P49862 whole entry, looked up): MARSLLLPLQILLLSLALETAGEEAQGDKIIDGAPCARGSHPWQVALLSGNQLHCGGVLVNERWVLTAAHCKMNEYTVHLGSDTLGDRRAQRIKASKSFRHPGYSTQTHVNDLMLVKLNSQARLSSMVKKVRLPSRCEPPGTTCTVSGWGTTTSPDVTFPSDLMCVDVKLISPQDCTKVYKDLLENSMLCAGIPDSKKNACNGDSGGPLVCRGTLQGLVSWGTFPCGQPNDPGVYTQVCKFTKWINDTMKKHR
SIAE primary – human SIAE inhibition, primary screen. AID 1053197. inhibition, % at 9.66 µM. hit rate 0.69% among 370,000. Q9HAT2. SIAE FP-Rh probe binding, fluorescence polarization;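 active = inhibition above a cutoff: mean of compounds within the control limits plus 3 SD of those, cut at about 17% in these data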;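 note: 0% = plate median of compound wells and 100% = probe without SIAE protein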
PRMT1 inh – PRMT1 (human) inhibition, primary screen. inhibition, % at 2.79 µM. hit rate 1.3% among 370,000. AID 652257. recombinant PRMT1, activity-based probe fluorescence polarization. Q99873;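 active = inhibition above about 21% made by adding two undisclosed values, limit read from the data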
DDE Tn6 FP inh – inhibitors of Tn6 peptide binding to human fibrin DD(E). P02675. inhibition, % at 8.3 µM. AID 720509. Fibrin DD(E) TRITC-Tn6 fluorescence polarization displacement. hit rate 0.21% among 370,000;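 active = inhibition above a per-campaign cutoff: mean of compounds within control limits plus 3 SD, cut at about 15% in these data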;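 note: 0% = median of all compound wells on the plate and 100% = blocking peptide control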
* hit, by the source's call; / = not tested or not shown; & = joins results of further samples. These rows are one share of the data; rates above refer to the full screens.

entry	Molecule	DDE Tn7 FP inh	LEDGF integ inh	UHRF1 MBD2 ctr	MBD2 inh	TCR CD3 inh
1	Cc1cccc(CC(c2cccc(C)c2)N(C)C)c1 (centres undefined)	-8	-2	1	0	3
2	CN1CC=C(c2c[nH]c3ccccc23)CC1	4	-2	1	1	3
3	CN1C(=O)C(=Cc2coc3ccccc3c2=O)C(=O)N(C)C1=O	2	1	-2	-2	4
4	Cn1cc(C(=O)c2ccccc2)c2ccccc21	-5	7	0	2	-2
5	CCN(CC)CCN=Cc1c(O)n(Cc2ccccc2)c(=O)[nH]c1=O	-8&5	0&2	-3&2	2&0	0&0
6	CCc1nccc2c1[nH]c1ccccc12	5	-1	-3	-3	-3
7	CN1C2CCC1CC(OC(=O)c1ccc(Cl)cc1)(C(=O)O)C2 (centres undefined)	1	1	-3	-5	3
8	CCOP(=O)(OCC)/C(C#N)=C/c1ccc(Br)cc1	3	3	-1	2	0
9	O=S(=O)(O)C(=Cc1ccccc1)c1ccccc1 (tested in a mixture with another compound)	1	-1	4	0	2
10	CN1CC[C@@]2(C)c3cc(O)ccc3N(C)[C@@H]12	0&-5	11&11	2&4	0&-2	-2&3
11	CNC(=O)O/N=C(\N)Cc1csc2ccccc12	-9	-4	-2	-1	0
12	O=[N+]([O-])c1ccc(N2CCNCC2)cc1Sc1ccccn1	-13	5	-7	-11	6

entry	TDP2 inh	KLK7 zymogen act	SIAE primary	PRMT1 inh	DDE Tn6 FP inh
1	2	0.2	3	-3	0
2	1	1.1	13	-1	-2
3	16	2.1	15	0	-6
4	3	0.7	-6	-2	5
5	10&5	0.1&0.5	2&3	-6&-2	6&5
6	3	46*	-1	-1	2
7	-3	-0.6	1	-1	4
8	-20	-0.7	-8	0	2
9	2	0.0	7	0	-4
10	13&16	-1.4&-2.6	8&2	4&1	0&-3
11	-3	0.0	0	-2	-6
12	-10	-0.5	0	-3	-4

Compound profiles, as listed above. Order of screens: DDE Tn7 FP inh | LEDGF integ inh | UHRF1 MBD2 ctr | MBD2 inh | TCR CD3 inh | TDP2 inh | KLK7 zymogen act | SIAE primary | PRMT1 inh | DDE Tn6 FP inh
`CN1CC=C(c2c[nH]c3ccccc23)CC1` across the screens: 4 | -2 | 1 | 1 | 3 | 1 | 1.1 | 13 | -1 | -2
`CN1C(=O)C(=Cc2coc3ccccc3c2=O)C(=O)N(C)C1=O` across the screens: 2 | 1 | -2 | -2 | 4 | 16 | 2.1 | 15 | 0 | -6

Retrieved by structure from the list above:
entry	Molecule	DDE Tn7 FP inh	LEDGF integ inh	UHRF1 MBD2 ctr	MBD2 inh	TCR CD3 inh
10	CN1CC[C@@]2(C)c3cc(O)ccc3N(C)[C@@H]12	0&-5	11&11	2&4	0&-2	-2&3
1	Cc1cccc(CC(c2cccc(C)c2)N(C)C)c1 (centres undefined)	-8	-2	1	0	3
11	CNC(=O)O/N=C(\N)Cc1csc2ccccc12	-9	-4	-2	-1	0
9	O=S(=O)(O)C(=Cc1ccccc1)c1ccccc1 (tested in a mixture with another compound)	1	-1	4	0	2

entry	TDP2 inh	KLK7 zymogen act	SIAE primary	PRMT1 inh	DDE Tn6 FP inh
10	13&16	-1.4&-2.6	8&2	4&1	0&-3
1	2	0.2	3	-3	0
11	-3	0.0	0	-2	-6
9	2	0.0	7	0	-4

(list continues)
entry	Molecule	DDE Tn7 FP inh	LEDGF integ inh	UHRF1 MBD2 ctr	MBD2 inh	TCR CD3 inh
13	CCCNC(=O)N1[C@H]2CC[C@@H]1C(C(=O)OC)=C(c1ccc(S(C)(=O)=O)cc1)C2	1	1	-1	1	-4
14	COc1cc2ccc(=O)oc2c2ccoc12	-4	-1	-6	2	1
15	CC(=O)OC1CC2(O)C3CCC4CC(O)CCC4(C)C3CCC2(C)C1C1=CC(=O)OC1 (centres undefined)	-5	1	-1	-4	3
16	c1ccc2c[n+](CCCCCCCCCC[n+]3ccc4ccccc4c3)ccc2c1	5	-3	3	-1	-10
17	O=C1NC(=O)C(=Cc2cc3c(cc2[N+](=O)[O-])OCO3)C(=O)N1	-4	21*	-4	-7	4
18	Cc1ccc(-c2nc3ccccc3c(=O)n2-c2ccc(Br)cn2)cc1	-7	4	1	-1	0
19	FC(F)(F)c1ccc2c(c1)ncn2C1CCN(Cc2nnnn2C2CCCCC2)CC1	5	3	-2	4	4
20	COc1ccc(C(=O)OC2C[C@H]3CC[C@H](C2)N3C)cc1OC (some centres undefined)	-1	6	2	-6	4
21	COC(=O)C1=C(c2cccc(C#N)c2)C[C@@H]2CC[C@H]1N2C(=O)N1CCOCC1	6	4	4	-4	-3
22	COC(=O)C1=C(c2cccc(C#N)c2)C[C@@H]2CC[C@H]1N2C(=O)NCCNC(C)=O	2	-2	0	-3	0
23	O=[N+]([O-])c1ccc(NCCCN2CCOCC2)nc1	-8	1	2	0	-1
24	C=C(C=O)CC1CC(O)[C@]2(C)OC3CC4OC5C[C@]6(C)O[C@]7(C)CCC8OC9C[C@]%10(C)OC%11C(C)=CC(=O)OC%11CC%10OC9C[C@@H](C)C8OC7CC6O[C@]5(C)C/C=C\C4OC3CC2O1 (some centres undefined)	7	1	-3	2	/

entry	TDP2 inh	KLK7 zymogen act	SIAE primary	PRMT1 inh	DDE Tn6 FP inh
13	-5	-0.1	3	1	4
14	6	7.5	0	0	7
15	5	0.1	2	-2	2
16	-8	1.3	-3	0	-6
17	17	15*	2	13	0
18	-9	-0.3	3	0	4
19	0	0.9	0	-2	-1
20	-8	-0.3	3	-6	0
21	-3	-0.7	6	4	0
22	3	-0.2	7	-4	10
23	-9	0.5	4	3	3
24	-2	/	3	-1	4

(list continues)
entry	Molecule	DDE Tn7 FP inh	LEDGF integ inh	UHRF1 MBD2 ctr	MBD2 inh	TCR CD3 inh
25	COC(=O)C1=C(c2cccc(OC)c2OC)C[C@@H]2CC[C@H]1N2C(=O)NC(C)C	-3	1	-1	-5	5
26	CCOP(=O)(Cc1cc(C(C)=O)c(C)o1)OCC	1	4	2	5	-4
27	CC(C)(C)NC(=S)/N=C(\N)N[N+](=O)[O-]	-4	3	3	1	1
28	COC(=O)C1=C(c2ccc(-c3ccccc3)c(F)c2)C[C@@H]2CC[C@H]1N2C(=O)NC(C)C	-8	0	-1	-2	-4
29	C[N+]1(C)CCOC(O)(c2ccc(-c3ccc(C4(O)C[N+](C)(C)CCO4)cc3)cc2)C1 (centres undefined)	0	5	5	3	-2
30	CCNC(=S)N1CCn2cccc2C1c1cccnc1 (centres undefined)	5	-4	-1	-4	1
31	CCC(=NCCC(c1ccccc1)c1ccccc1)c1c(O)n(C)c(=O)n(C)c1=O	2	6	0	3	3
32	COC(=O)C1=C(c2ccc(OC(F)(F)F)cc2)C[C@@H]2CC[C@H]1N2C(=O)NCCNC(C)=O	0	-3	-2	-9	8
33	CC1(C)CC(=O)C(C=NCCN2CCN(C(=O)Cc3ccc(F)cc3)CC2)=C(O)C1	2	-3	-2	3	0
34	CC1OC(OC2C=C3CCC4C(CCC5(C)C(c6ccc(=O)oc6)CCC45O)C3(C)CC2)C(O)C(OC2OC(CO)C(O)C(O)C2O)C1O (centres undefined)	11	-1	0	-3	4
35	CC(N=Cc1c(O)[nH]c(=O)[nH]c1=O)c1ccccc1 (centres undefined)	-1	-4	5	-2	5
36	Cc1cc(OCC(=O)N[C@H](C(=O)O)c2ccccc2)c2c3c(c(=O)oc2c1)CCC3	4	-1	-2	1	0

entry	TDP2 inh	KLK7 zymogen act	SIAE primary	PRMT1 inh	DDE Tn6 FP inh
25	4	0.3	4	-1	8
26	-2	0.3	8	9	2
27	-9	-0.7	0	-8	-2
28	-9	0.3	-5	-2	4
29	-5	0.4	-11	-1	1
30	0	0.5	-3	3	4
31	7	-0.3	3	-2	-1
32	0	-0.4	1	-1	4
33	11	0.3	-2	0	1
34	6	0.2	0	5	0
35	-8	0.0	-4	5	8
36	11	12	0	1	-2

(cont.)
entry	Molecule	DDE Tn7 FP inh	LEDGF integ inh	UHRF1 MBD2 ctr	MBD2 inh	TCR CD3 inh
37	CC(=O)N(C)C1=Nc2ccc(Cl)cc2C(c2ccccc2)=[N+]([O-])C1	-2	-1	-1	0	4
38	COC(=O)C1=C(c2c(C)noc2C)C[C@@H]2CC[C@H]1N2C(=O)NC1CC1	6	0	-2	-1	2
39	COc1ccc(NC(=O)N2C[C@@H]3C[C@@H](C2)c2cccc(=O)n2C3)cc1	-3	1	-1	-3	3
40	Cc1cccc(N2C(=O)NC(=O)/C(=C/c3cc4c(cc3[N+](=O)[O-])OCO4)C2=O)c1	-1	13	-8	-3	3
41	CC1CN=C(NCc2ccccc2)S1 (centres undefined)	-4	3	-3	-6	-5
42	O=C(Nc1ccccc1)Oc1ccccc1	-6	0	0	4	-4
43	CNC(=O)O/N=C(\N)Cc1csc2ccc(Cl)cc12	4	3	-2	0	6
44	Cc1[nH]c2ccccc2c1CCNCc1ccco1	-1	-1	1	7	-6
45	CCC1CN1P(=O)(c1ccccc1)N1CC1CC (centres undefined)	1	-4	-1	1	-2
46	CC(=O)OC1C(=O)OCC23CCC4(C)OC4C2OC2CC(OC(=O)C=CC=CC(=O)OCCC1C)C3(C)C21CO1 (centres undefined)	1	-1	1	1	-2
47	COc1ccc(NC(c2ccccc2F)P(=O)(Oc2ccccc2)Oc2ccccc2)cc1 (centres undefined)	3	-1	-1	-2	4
48	CCSC(=O)N1CCCCCC1	-4	2	3	0	0

entry	TDP2 inh	KLK7 zymogen act	SIAE primary	PRMT1 inh	DDE Tn6 FP inh
37	6	0.3	4	-4	1
38	4	-0.7	-3	1	-1
39	0	0.4	1	-2	-1
40	-5	16*	11	28*	-4
41	3	0.1	-4	-2	1
42	6	0.1	1	-1	7
43	-3	0.1	3	-2	-2
44	-11	0.2	7	2	9
45	5	-0.5	1	1	5
46	7	0.2	5	1	-5
47	-2	0.5	6	2	6
48	-12	0.0	-7	-1	5

Other compounds
entry	Molecule	DDE Tn7 FP inh	LEDGF integ inh	UHRF1 MBD2 ctr	MBD2 inh	TCR CD3 inh
49	COC(=O)C1=C(c2cc3ccccc3s2)C[C@@H]2CC[C@H]1N2C(=O)NC1CC1	1	-3	2	0	-4
50	C#CCN[C@H](C)Cc1ccccc1	2	0	0	1	7
51	CCN1CCN(Cc2cc(OC)c3c(c2)OCO3)CC1	0	0	-3	2	1
52	CCCCn1c(O)c(C(C)=NCc2ccc(F)cc2)c(=O)[nH]c1=O	-7	3	0	-2	1
53	O=C(/C=C/c1ccccc1)N1Cc2ccccc2-n2nncc2C1	-2	-5	-3	1	4
54	CNC(=O)Oc1cc2c(cc1C(C)(C)C)CCC2	-12	9	0	2	6

entry	TDP2 inh	KLK7 zymogen act	SIAE primary	PRMT1 inh	DDE Tn6 FP inh
49	-8	0.4	-2	1	-1
50	-4	-0.7	-2	1	9
51	-12	0.2	0	1	15
52	-2	0.1	1	-3	13
53	2	-0.2	-2	-6	2
54	2	0.2	2	0	2
